KDM5B inh = Primary screen for KDM5B Histone Demethylases FDH-coupled qHTS; Lysine-specific demethylase 5B (Homo sapiens), Q9UGL1; KDM5B demethylase, FDH-coupled NADH fluorescence (FDH is formaldehyde dehydrogenase); Potency, µM (top dose mostly 57.7 µM), for inactives: top-dose activity change, negative = inhibition, usual class: inhibitors; 220,000 tested, 2.6% active; active = well fitted inhibition curve with a large enough effect; inconclusive = small, poorly fitted or top-dose-only effect; inactive = no such curve, though single readings can be large or run the other way; also: 0% is about no effect; nearly all actives have a fitted effect of over 70% in size
Target sequence (Q9UGL1 whole entry, looked up): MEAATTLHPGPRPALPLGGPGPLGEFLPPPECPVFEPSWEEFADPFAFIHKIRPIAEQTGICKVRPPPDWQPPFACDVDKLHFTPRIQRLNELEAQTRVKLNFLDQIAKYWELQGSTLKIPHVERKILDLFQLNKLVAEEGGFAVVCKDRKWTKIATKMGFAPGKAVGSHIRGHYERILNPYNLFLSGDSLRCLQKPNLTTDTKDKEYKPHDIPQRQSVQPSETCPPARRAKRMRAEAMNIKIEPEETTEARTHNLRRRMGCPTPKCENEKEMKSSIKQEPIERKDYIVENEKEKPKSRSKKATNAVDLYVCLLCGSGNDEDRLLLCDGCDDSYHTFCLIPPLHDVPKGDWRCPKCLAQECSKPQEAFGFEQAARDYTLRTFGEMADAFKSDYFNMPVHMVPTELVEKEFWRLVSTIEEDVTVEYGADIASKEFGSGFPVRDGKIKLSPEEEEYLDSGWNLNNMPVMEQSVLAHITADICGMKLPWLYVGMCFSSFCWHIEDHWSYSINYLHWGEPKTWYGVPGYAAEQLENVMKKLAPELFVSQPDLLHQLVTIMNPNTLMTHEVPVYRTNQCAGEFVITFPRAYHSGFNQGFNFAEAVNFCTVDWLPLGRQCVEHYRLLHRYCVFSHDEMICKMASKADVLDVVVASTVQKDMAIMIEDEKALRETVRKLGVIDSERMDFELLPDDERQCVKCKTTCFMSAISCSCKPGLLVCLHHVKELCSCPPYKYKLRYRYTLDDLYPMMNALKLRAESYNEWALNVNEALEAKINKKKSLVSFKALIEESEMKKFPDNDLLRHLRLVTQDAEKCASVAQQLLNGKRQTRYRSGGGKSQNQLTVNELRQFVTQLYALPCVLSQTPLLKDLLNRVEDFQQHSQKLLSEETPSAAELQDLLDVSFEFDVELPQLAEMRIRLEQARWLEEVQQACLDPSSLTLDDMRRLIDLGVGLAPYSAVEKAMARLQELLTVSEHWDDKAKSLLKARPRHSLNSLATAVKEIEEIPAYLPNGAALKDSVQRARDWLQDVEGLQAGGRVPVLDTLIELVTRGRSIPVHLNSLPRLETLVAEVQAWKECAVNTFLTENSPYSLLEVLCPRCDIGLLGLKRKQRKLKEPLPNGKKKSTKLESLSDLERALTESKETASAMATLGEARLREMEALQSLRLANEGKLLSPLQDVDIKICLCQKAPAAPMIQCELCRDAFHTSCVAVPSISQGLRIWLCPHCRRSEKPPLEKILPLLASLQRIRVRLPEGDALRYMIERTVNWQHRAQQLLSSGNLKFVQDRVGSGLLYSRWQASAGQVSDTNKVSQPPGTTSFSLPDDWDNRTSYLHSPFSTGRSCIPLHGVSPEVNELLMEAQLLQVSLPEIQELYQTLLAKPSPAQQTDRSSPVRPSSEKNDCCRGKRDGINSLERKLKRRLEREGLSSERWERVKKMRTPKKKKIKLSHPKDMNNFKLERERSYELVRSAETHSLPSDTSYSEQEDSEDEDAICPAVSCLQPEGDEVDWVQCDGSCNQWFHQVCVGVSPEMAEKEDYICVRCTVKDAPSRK
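Compound dilutions met 200 nM (final) KDM5BΔAP for 10 min at room temperature before substrate addition. The substrate mix held 12.5 µM H3K4me3 with cofactors 25 µM α-ketoglutarate and 50 µM Fe²⁺. NADH signal gain over 30 min defined activity.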
The depositor's hits bear a star; i = inactive; ? = inconclusive; & = joins results of further samples; [ ] = another dose, or the depositor's remark. Potency is read from the fitted curve at half-maximal effect. Only part of the results is shown, so the mix of outcomes need not match the whole.

| compound | KDM5B inh |
| --- | --- |
| Cc1ccc(CNC(=O)C2CCN(C(=O)c3ncn4c3COC(c3ccc(F)cc3)C4)CC2)cc1 (stereo unspecified) | -2% |
| CC(=O)NCCCC(=O)N1CCC2(CC1)CN(S(C)(=O)=O)Cc1ccccc1O2 | 18%[115 µM] |
| COC(=O)c1ccc(Nc2nc(-c3ccncc3)nc3ccccc23)cc1 | -13% |
| Cc1ccc(N(C(C)C(=O)NCc2ccncc2)S(C)(=O)=O)cc1 (stereo unspecified) | 9% |
| COc1ccc(CCNC(=O)c2cn(C)c3ccc(S(=O)(=O)N(C)C4CCCCC4)cc3c2=O)cc1OC | -19%[11.5 µM] |
| Cc1cc(NC(=O)CSc2nc(-c3ccccc3C)nc3c2c(=O)n(C)c(=O)n3C)no1 | -1% |
| COCCNC(=O)CSc1nnc(NC(=O)Nc2ccc(C)cc2)s1 | 9% |
| COc1ccc(Nc2nc(CSc3nnc(-c4ccccc4OC)o3)cs2)cc1 | -3% |
| CC(C)(C)c1ccc(C(=O)NNc2ncnc3c2cnn3-c2ccc(Cl)cc2)cc1 | 0% |
| Cc1nc2ccc(Cl)cc2cc1C(=O)NCc1cccnc1-n1cncn1 | -1% |
| CC(C)(C)n1cc(-c2cc(C(=O)N3C[C@H]4CC[C@H]3C4)c3ccccc3n2)cn1 | 32µM* |
| CC1CCN(S(=O)(=O)c2ccc3[nH]ccc3c2)CC1 | -13% |
| CCCCn1nc(C(=O)NCC(c2ccco2)N2CCCCC2)c2ccccc2c1=O (stereo unspecified) | -25% |
| CC(C)n1cnnc1CN(C)c1nc(N)nc2nc[nH]c12 | 0% |
| CCn1c(=O)n(CCC(=O)N(C)CC(=O)Nc2ccccc2Br)c2ccccc21 | -9% |
| O=C(NCCCc1ccccn1)c1ccc2nc(-c3ccc(F)cc3)cn2c1 | 28µM* |
| CC1(C)CC(Nc2nccc(-c3cnn(-c4ccccc4)c3)n2)CC(C)(C)N1 | 28µM* |
| COc1ccc(CN2CCC3(COc4ncccc4[S+](=O)([O-])N3)C2)cc1 (stereo unspecified) | 13%[115 µM] |
| Cc1ccc(CNC(=O)C2(c3ccc(NC(=O)C4CC4)cc3)CCCCC2)o1 | -7% |
| COc1ccc(NC(=O)N[C@H]2CO[C@H]3[C@@H]2OC[C@@H]3n2nnnc2Oc2ccc(-n3cncn3)cc2)cc1 | 13% |
| CCOc1ccc(/C=C/c2nc(C#N)c(Nc3ccc(OC)cc3)o2)cc1 | 0%&24% |
| COc1ccc(NC(=O)Cn2c(=O)n(Cc3ccco3)c(=O)c3sc4ccccc4c32)cc1Cl | -29% |
| COc1cccc(CC(=O)N2CCCCCCNC(=O)[C@H]3C[C@H](c4nc(C(C)C)no4)C[C@H]32)c1 | 2% |
| Cc1cccc2c1N(Cc1ccc(OC(C)C)cc1)C(=O)C2=O | ? |
| COc1cccc(CN2CCCC(NC(=O)c3cn4ccsc4n3)C2)c1 (stereo unspecified) | 1% |
| CC(C)NC(=S)NN=C1CCCCC1 | 12% |
| Cc1ccccc1OCC(=O)Nc1nnc(SCc2cc(=O)n3cc(Cl)ccc3n2)s1 | -4% |
| COc1cccc(CN(C)Cc2ccc(-c3ccccc3)cc2)c1 | ? |
| COc1ccc(-n2ccnc(NCCc3ccc(S(N)(=O)=O)cc3)c2=O)cc1Cl | ? |
| COc1ccc(N2CC(c3noc(-c4cc(C)cc(C)c4)n3)CC2=O)cc1 (stereo unspecified) | -29% |

Ordered by SMILES length (high to low): 13 of the compounds above.
| compound | KDM5B inh |
| --- | --- |
| COc1cccc(CC(=O)N2CCCCCCNC(=O)[C@H]3C[C@H](c4nc(C(C)C)no4)C[C@H]32)c1 | 2% |
| COc1ccc(CCNC(=O)c2cn(C)c3ccc(S(=O)(=O)N(C)C4CCCCC4)cc3c2=O)cc1OC | -19%[11.5 µM] |
| Cc1ccc(CNC(=O)C2CCN(C(=O)c3ncn4c3COC(c3ccc(F)cc3)C4)CC2)cc1 (stereo unspecified) | -2% |
| COc1ccc(NC(=O)Cn2c(=O)n(Cc3ccco3)c(=O)c3sc4ccccc4c32)cc1Cl | -29% |
| CC(C)(C)c1ccc(C(=O)NNc2ncnc3c2cnn3-c2ccc(Cl)cc2)cc1 | 0% |
| CC1(C)CC(Nc2nccc(-c3cnn(-c4ccccc4)c3)n2)CC(C)(C)N1 | 28µM* |
| COc1ccc(CN2CCC3(COc4ncccc4[S+](=O)([O-])N3)C2)cc1 (stereo unspecified) | 13%[115 µM] |
| Cc1ccc(CNC(=O)C2(c3ccc(NC(=O)C4CC4)cc3)CCCCC2)o1 | -7% |
| COc1ccc(Nc2nc(CSc3nnc(-c4ccccc4OC)o3)cs2)cc1 | -3% |
| Cc1ccc(N(C(C)C(=O)NCc2ccncc2)S(C)(=O)=O)cc1 (stereo unspecified) | 9% |
| Cc1nc2ccc(Cl)cc2cc1C(=O)NCc1cccnc1-n1cncn1 | -1% |
| COc1cccc(CN(C)Cc2ccc(-c3ccccc3)cc2)c1 | ? |
| CC(C)NC(=S)NN=C1CCCCC1 | 12% |

(continued)
| compound | KDM5B inh |
| --- | --- |
| CC(C)N1C(=O)C(CC(=O)Nc2cccc(OC(F)(F)F)c2)=C2CCCCC21 (stereo unspecified) | 32%[activator] |
| CCn1nccc1C(=O)N1CCCN(S(C)(=O)=O)c2ccccc21 | 22% |
| CSc1nc(C)c(Cc2c(F)cccc2Cl)c(=O)[nH]1 | 21% |
| COc1ccc(N2Cc3c(NCc4cccs4)ncnc3N(C)CC2=O)cc1 | -23% |
| N#C/C(=C/c1cccc(O)c1)c1ccc(C(F)(F)F)cn1 | ? |
| N#CC(Cc1cccnc1)C(=O)Nc1cc(Cl)ccc1Cl (stereo unspecified) | 14% |
| CCOC(=O)C(NC(=O)c1cc(C)cc(C)c1)C(=O)OCC | 30% |
| CN1c2cc(C(=O)Nc3ccc(OC(F)(F)F)cc3)ccc2C(=O)N2CCCCCC21 (stereo unspecified) | ? |
| COc1ccc(-c2c(C)c3ccc(O)c(CN4CCCC(C)C4)c3oc2=O)cc1OC (stereo unspecified) | ? |
| COc1ccc(COc2ccc3c(C)c(CC(=O)O)c(=O)oc3c2)cc1 | i |
| COc1ccc2c(c1)nc1n2[C@@H](CN(Cc2nccs2)Cc2nccs2)COC1 | -4%[86.2 µM] |
| O=C(c1cnn2ncccc12)N1CCOCC1 | -46%[86.2 µM] |
| CC(NC(=O)c1cncc(Br)c1)C1CC2CCC1C2 (stereo unspecified) | 19% |
| O=C(NCc1ccc2c(c1)OCO2)c1nn(-c2ccc(Cl)cc2)nc1CO | -16% |
| CCOC(=O)c1[nH]c(C)c(C(=O)NCc2ccccc2Cl)c1C | -25% |
| CCOc1ccc(NC(=O)c2nn(C)c3c2CS(=O)(=O)c2ccccc2-3)cc1 | ? |
| CN(CCc1ccccn1)[C@H]1[C@@H]2OC[C@@H](O2)[C@@H](NC(=O)Nc2ccc(F)cc2)[C@@H]1O | -22%[86.2 µM] |
| COc1ccc(Cn2ccc3nc(C)c(C(=O)NCc4ccc(F)cc4)cc3c2=O)cc1 | ? |
| CC(=O)N1CCC(C2CCN(Cc3ccc(C#N)cc3)C2)CC1 (stereo unspecified) | ? |
| N#Cc1ccc(S(=O)(=O)NCC(=O)N2CCCCCNC(=O)CC2c2ccccc2)cc1 (stereo unspecified) | -13% |
| COC(=O)c1ccccc1NC(=O)c1noc2c1CSc1ccccc1-2 | -14% |
| COc1ccc(OCCN(C)C(=O)c2cc(Br)c[nH]2)cc1 | -14% |
| CCC(=O)Nc1ccc(SC2CCCC2)cc1 | 18% |
| CS(=O)(=O)c1ccc(CN2CCOC[C@H]2c2ncc(-c3cccc(Cl)c3)[nH]2)cc1 | -17%[86.2 µM] |
| COCCn1ncc(N2CCC(NC(=O)Cc3ccc(F)cc3)CC2)cc1=O | -3% |
| CCOC(=O)Cn1cc(/C=N/NC(=O)CC#N)c2ccccc21 | -4% |
| O=C(CC1CCCC1)N1CCOc2ccc(CN3CCCCC3)cc2C1 | -3% |
| CN1CCc2nc3sc(C(=O)Nc4cccc(C#N)c4)c(N)c3cc2C1 | ? |
| N#Cc1ccccc1S(=O)(=O)NC1CCSc2c(F)cccc21 (stereo unspecified) | 17% |
| CCN1CC(c2nc(-c3ccc(-n4nc(C)cc4N)cc3)no2)CCC1=O (stereo unspecified) | 5% |
| N#C/C(=C/c1ccncc1)c1nc2ccccc2c(=O)[nH]1 | ? |
| O=C(CSc1ncc(-c2ccc(F)cc2)o1)Nc1cccc(F)c1 | 20% |
| COCCn1c(=O)n([C@H]2CCCN(C(=O)c3cc4ccccc4[nH]3)C2)c2ncccc21 | -22% |
| CC(C)NC[C@H]1O[C@@H](CO)[C@@H](O)[C@H]1N(C)CCN(C)C | ? |
| CONC(=O)COc1ccc(C)cc1C | -7% |
| O=C1CCN(Cc2ccccc2)CCCC(c2nc(-c3cnccn3)no2)CCN1 (stereo unspecified) | -2% |
| CC(=O)Nc1ccc(S(=O)(=O)NC2(C(F)(F)F)NC(=O)N(CCc3ccc(F)cc3)C2=O)cc1 (stereo unspecified) | 10% |
| CCC(C)(C)C(=O)N1CCC(N2CC3CC(C2)[C@H]2CCCC(=O)N2C3)CC1 (stereo partly specified) | -16% |
| Cc1ccccc1OCC(=O)NCc1ccc(Cn2cccn2)cc1 | 0% |
| CCC(C)C(NC(=O)C1CCC(C)CC1)C(=O)Nc1ccc(OC)cc1 (stereo unspecified) | 28% |
| Cc1nc(-c2ccc(S(=O)(=O)N3CCN(CCc4ccccc4)CC3)s2)cs1 | -8% |
| CC(CN1C(C)CCCC1C)OC(=O)c1ccccc1Br (stereo unspecified) | ? |
| Cc1ccc(N2C(=O)CC(c3ccccc3F)C3=C2COC3=O)cc1Cl (stereo unspecified) | 3% |
| CCOc1ccc(-c2nonc2NC(=O)c2oc3ccccc3c2C)cc1OCC | 4% |
| CC(C)CC(NC(=O)C(c1ccccc1)c1ccccc1)c1ccccc1 (stereo unspecified) | ? |
| COc1ccccc1CC(=O)N1CCCc2ncc(C(=O)NC(c3ccccc3)c3ccccc3)cc21 | -21% |
| COCCNC(=O)C(NC(=O)c1ccccc1)C1CCN(C(=O)C2CC2)CC1 (stereo unspecified) | 18µM* |
| CCCn1c(=O)c2sc(N3CCC(C)CC3)nc2n(CC(=O)Nc2cc(Cl)ccc2C)c1=O | ? |
| Cn1c(CN2CCN(c3ncccc3C#N)CC2)nnc1C1CC(N)C1 (stereo unspecified) | 52%[activator] |
| CCC(C)NC(=O)C(NC(=O)c1ccccc1Cl)C1CCN(C(=O)CCc2ccccc2)CC1 (stereo unspecified) | 14% |
| CCOC(=O)C(CC)Sc1nnc(CSc2nc(C)cc(C)n2)n1-c1ccc(F)cc1 (stereo unspecified) | -4% |
| CNC(=O)C(C)n1nc(-c2cc(C)ccc2C)c2ccccc2c1=O (stereo unspecified) | 4% |
| CCOc1ccc(Nc2sc(C(=O)c3ccc(F)cc3)c(N)c2S(=O)(=O)c2ccc(C)cc2)cc1 | -15% |
| COCCN1C(=O)c2n[nH]c(-c3ccco3)c2C1c1ccccc1 (stereo unspecified) | ? |
| Cc1ccc(N(C(=O)c2snc(C(N)=O)c2N)C(C(=O)NCc2ccccc2)c2ccncc2)c(C)c1 (stereo unspecified) | ? |
| CCCCOC(=O)c1ccc(NC(=O)CSc2nc3c(c(=O)[nH]2)CCC3)cc1 | -3% |
| CC(C)c1nn2c(=O)cc(COC(=O)c3cccc(NC(=O)c4ccccc4F)c3)nc2s1 | ? |
| COc1ccc(OC)c(CCNC(=O)c2c(C)oc3ncn(CC(C)C)c(=O)c23)c1 | -9% |
| COc1ccc(-c2ccc3nnc(CNC(=O)c4ccc(C#N)cc4)n3n2)cc1 | i |
| CCN(c1ccccc1)S(=O)(=O)c1ccc(NC(=O)c2nc(S(C)(=O)=O)ncc2Cl)cc1 | ? |

Continued.
| compound | KDM5B inh |
| --- | --- |
| CCCN(CC1CCOC1)C(=O)c1ccc(Br)o1 (stereo unspecified) | -14% |
| CCOC(=O)c1oc2cc(O)ccc2c(=O)c1-c1ccc2c(c1)OCCO2 | -9% |
| COC(=O)c1ccc(C2C(C#N)=C(N)Oc3n[nH]c(-c4ccc(OC)cc4)c32)cc1 (stereo unspecified) | 49%[activator] |
| CC(C)c1cc(-c2nn3c(-c4ccccn4)nnc3s2)n(C)n1 | -11% |
| CCS(=O)(=O)c1ncc(N(Cc2ccccc2)Cc2ccco2)c(C(=O)Nc2ccccc2)n1 | -2% |
| COCCCN1C(=O)c2[nH]nc(-c3cc(C)ccc3O)c2C1c1ccc(F)cc1 (stereo unspecified) | 5% |
| Cc1oc(-c2ccccc2)nc1C(=O)NCC(c1ccccc1)N1CCCC1 (stereo unspecified) | 13% |
| O=C(COc1ccccc1)Nc1nc(-c2cccnc2)cs1 | ? |
| CCN(CC)CCNC(=O)c1ccc2c(c1)NC(=O)c1ccccc1S2 | -14% |
| CCOc1ccc(S(=O)(=O)N(CC)CC)cc1NC(=O)c1cccc(CN2CCCC2=O)c1 | 6% |
| CCOc1ccc(-c2cc3c(=O)n(CC(=O)NCc4ccc(OC)cc4)ccn3n2)cc1 | -7% |
| CCOC(=O)C1=C(CN(CCOC)Cc2ccco2)NC(=O)NC1c1ccc(OC(C)C)cc1 (stereo unspecified) | 0% |
| Cc1ccc(C)c(N2CCN(C(=O)CCn3c(=O)c4cccn4c4cccnc43)CC2)c1 | -20% |
| CCOC(=O)C(C)Oc1ccc2c(=O)c(Oc3ccccc3OCC)coc2c1 (stereo unspecified) | 15% |
| CCOC(=O)c1cccc(NC(=O)c2cc(CN3CCOCC3)on2)c1 | 11% |
| COCC(=O)NC[C@H]1CCN(Cc2ccc(Br)o2)C[C@H]1N(C)C | -17% |
| O=C(NCCc1cccc(Oc2ccccc2)c1)[C@H]1CCC[C@H](O)C1 | 1% |
| O=[N+]([O-])c1cc(S(=O)(=O)Nc2ccccc2)ccc1N/N=C/c1ccc(C(F)(F)F)cc1 | 19% |
| CCOC(=O)c1c(N)n(-c2cccc(OC)c2)c2nc3ccccc3nc12 | ? |

Screening results as filed in PubChem.
